# Compound activity (PubChem BioAssay)
# Yeast superoxide: caloric restriction mimetics inhibiting age-related superoxide in yeast; S. cerevisiae aged cells, superoxide DHE fluorescence; hits give low values; superoxide response (% of plate mean), % at 10 µM; actives 0.18% (n = 330,000); AID 2690;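 active = superoxide response under a set limit, about three screen SD below normal, cut at about 65% in these data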;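 note: yeast aged for seven days with compound at 30 °C before DHE staining; 100% = average MFI of all compound-treated wells on the plate with controls excluded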
# Bcl-xL primary: blocks human Bcl-xL binding to Bim BH3 peptide. inhibition, % at 10.9 µM. GST-Bcl-xL / FITC-Bim BH3 peptide fluorescence polarization. Q07817. actives 0.7% (n = 320,000). AID 2129;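 active = inhibition above the mean of all tested compounds plus 3 SD, cutoff set per campaign, cut at about 30% in these data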;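 note: 0% = DMSO wells and 100% = unlabeled Bim-BH3 peptide competitor; inhibitors lower millipolarization by displacing the labeled peptide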
# EBNA-1 inhibitor: blocks EBNA-1 binding to DNA; EBNA-1 DNA binding, fluorescence polarization; inhibition, % at 14.8 µM; actives 0.34% (n = 300,000); in the data active = inhibition above about 28%
# MEX-5 binding: C. elegans MEX-5 TCR-2 RNA binding activity; actives 0.38% (n = 300,000); Q9XUB2; MEX-5/FITC-TCR2 RNA binding, fluorescence polarization; hits give low values; activity score (negative = inhibition of binding), % at 10 µM;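 active = inhibition past about -25% in most replicates, and total fluorescence under double the plate's negative control median, limit read from the data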;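 note: 0% = DMSO and -100% = 5 µM competing unlabeled TCR2 RNA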
# Target sequence (Q9XUB2 whole entry, looked up): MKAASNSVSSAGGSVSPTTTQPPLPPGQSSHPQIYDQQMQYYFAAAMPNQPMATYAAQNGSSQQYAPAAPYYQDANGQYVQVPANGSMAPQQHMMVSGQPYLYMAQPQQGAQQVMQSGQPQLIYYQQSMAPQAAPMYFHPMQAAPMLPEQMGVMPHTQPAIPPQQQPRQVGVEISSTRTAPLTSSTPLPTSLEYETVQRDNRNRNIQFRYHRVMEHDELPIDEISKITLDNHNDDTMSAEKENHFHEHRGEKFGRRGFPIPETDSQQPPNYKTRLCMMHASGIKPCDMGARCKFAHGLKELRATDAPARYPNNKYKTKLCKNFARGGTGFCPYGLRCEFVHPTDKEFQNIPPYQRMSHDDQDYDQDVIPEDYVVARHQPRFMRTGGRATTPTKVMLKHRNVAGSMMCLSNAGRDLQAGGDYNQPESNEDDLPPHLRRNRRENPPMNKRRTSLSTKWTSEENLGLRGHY
# GLD-1 RNA inh: GLD-1-TGE RNA interaction inhibition (C. elegans); AID 2280; inhibition, % at 5.96 µM; purified GLD-1 + fluorescein TGE RNA, fluorescence polarization; actives 0.44% (n = 320,000); Q17339;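 active = percent inhibition above a per-plate cutoff, the plate mean of test compounds plus 3 SD, cut at about 30% in these data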;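 note: 0% = DMSO wells with GLD-1 and probe and 100% = wells lacking GLD-1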
# Target sequence (Q17339 whole entry, looked up): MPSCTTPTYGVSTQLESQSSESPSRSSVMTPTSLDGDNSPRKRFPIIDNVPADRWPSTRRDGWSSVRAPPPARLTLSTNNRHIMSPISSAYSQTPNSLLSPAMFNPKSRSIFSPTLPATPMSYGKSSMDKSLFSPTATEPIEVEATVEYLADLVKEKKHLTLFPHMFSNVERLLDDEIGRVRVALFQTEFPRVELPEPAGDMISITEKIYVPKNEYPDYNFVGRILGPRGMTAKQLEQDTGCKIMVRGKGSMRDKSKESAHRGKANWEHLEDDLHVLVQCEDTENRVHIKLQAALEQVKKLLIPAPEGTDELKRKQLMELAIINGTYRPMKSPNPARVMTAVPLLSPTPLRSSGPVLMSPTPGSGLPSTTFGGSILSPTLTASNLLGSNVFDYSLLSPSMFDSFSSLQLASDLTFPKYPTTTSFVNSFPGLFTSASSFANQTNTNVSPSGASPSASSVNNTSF
# Fam108B inh: counter-screen for RBBP9 inhibitors: inhibitors of mouse Fam108B. inhibition, % at 9.51 µM. recombinant Fam108B, FP-Rh probe fluorescence polarization. AID 1947. actives 0.33% (n = 300,000);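 active = inhibition above the screen mean inhibition plus 3 SD, computed separately per campaign, cut at about 18% in these data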;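 note: inhibitors lower polarization as less probe binds the enzyme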
# ZTA DNA inh: counter-screen for EBNA-1 inhibitors: inhibitors of Epstein-Barr virus ZTA. P03206. inhibition, % at 11 µM. AID 2234. ZTA-DNA binding, fluorescence polarization. actives 0.15% (n = 320,000); in the data active = inhibition above about 33%
# MCL1-BIM inh: MCL1-BIM-BH3 interaction inhibition (human); Q07820; GST-MCL1 / FITC-Bim-BH3 fluorescence polarization; inhibition, % at 10.9 µM; actives 0.68% (n = 320,000); AID 2057;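 active = inhibition above the mean inhibition of all tested compounds plus 3 SD, set per campaign, cut at about 40% in these data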;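 note: 0% = DMSO wells and 100% = unlabeled Bim-BH3 peptide control; higher means more loss of mP so more displacement of Bim peptide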
# Efflux pump mplx: inhibitors of Candida antifungal efflux pumps expressed in yeast; S. cerevisiae Candida pump triplex, Nile Red efflux; inhibition, % at 10 µM; actives 0.44% (n = 330,000);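 active = plate passing quality check with inhibition over a set limit, or well fluorescence over plate mean plus 4 SD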;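 note: Nile Red retained in pooled yeast measured as flow cytometry median fluorescence; 0% = buffer negative control and 100% = Enniatin B positive control; higher means more Nile Red kept so more efflux inhibition; some compounds called inactive have numbers as strong as hits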
# * marks the source's active call; other numbers are inactive results; x = no result given. Compounds were not picked by outcome, and some 2.3% of all compounds hit somewhere here.
SMILES,Yeast superoxide,Bcl-xL primary,EBNA-1 inhibitor,MEX-5 binding,GLD-1 RNA inh,Fam108B inh,ZTA DNA inh,MCL1-BIM inh,Efflux pump mplx
Cc1ccc2oc3c(c(=O)c2c1)C(c1cccc(Cl)c1)N(CCCN1CCOCC1)C3=O (centres undefined),104,1,2,-1.7,3,0,18,-2,0.5
O=C(/C=C/c1ccccc1)N1CCCN(C(=O)/C=C/c2ccccc2)CC1,113,6,-3,-3.9,7,-5,-8,2,0.1
CCCCCN1CC(O)=C(c2nc(-c3ccc(Cl)cc3)cs2)C1=N,109,1,-5,-1.3,3,-2,5,4,0.0
CCC(C(=O)NCCc1ccc(OC)cc1OC)n1nc(C)n2c(cc3occc32)c1=O (centres undefined),104,-2,-18,0.6,-3,-5,1,-5,0.2
CCn1c(SCC(=O)Nc2ccc(F)cc2)nc2ccccc2c1=O,94,5,5,0.2,-4,0,-18,10,-0.1
O=C(NCC1CCCO1)C1CCCN1C(=O)Nc1ccc(Cl)c(Cl)c1 (centres undefined),103,3,-13,-2.7,-1,1,-7,1,0.3
CCOCCCNC(=O)c1c(-c2ccccc2)noc1C,102,1,-14,0.9,9,-2,-9,-3,0.0
CC(C)c1ccc(/C=N/NC(=O)c2cccc(S(=O)(=O)N3CCOCC3)c2)cc1,116,4,-6,1.8,5,-11,-22,4,-0.2
COC(=O)[C@@H]1CC[C@H](C)[C@@H](c2ccc(C)cc2)N1C(=O)c1ccc(/C=N/O[C@H](C)c2cn([C@@H]3COC[C@H]3O)nn2)cc1,103,0,5,1.2,1,0,-1,7,0.0
O=c1[nH]c(COc2ccc(Br)cc2Cl)nc2ccccc12,108,-2,8,-1.4,-11,-6,-3,-8,-0.2
CCc1cc(/C(Cc2ccccn2)=N\O)c(O)cc1O,78,9,8,-1.4,11,10,1,2,-0.2
COc1ccccc1C(=O)Nc1nnc(-c2ccccc2)s1,83,47*,-1,1.9,10,-3,-9,-1,0.1
CC(C)CN(C(=O)CN(C)S(=O)(=O)c1ccc(Cl)cc1)C1CCS(=O)(=O)C1 (centres undefined),106,-5,-3,-2.0,1,2,-12,-16,0.1
COc1ccccc1N1CCN(C(=O)CCN2C(=O)c3cccc4cccc(c34)C2=O)CC1,89,0,1,-1.7,5,3,-8,-2,0.1
O=C(COC(=O)c1cc(-c2ccc(Cl)s2)nc2ccccc12)NCc1ccco1,120,11,-1,1.0,4,-45,18,15,-0.1
Nn1c(SCC(=O)Nc2ccc3c(c2)OCO3)nnc1C1CC1,106,2,-5,2.2,3,2,2,-1,0.0
CCCNc1nc2c(c(=O)[nH]c(=O)n2C)n1CCc1ccccc1,98,2,0,0.8,7,2,0,5,-0.1
COCCN1C(=O)C(=O)/C(=C(/O)c2ccc(S(=O)(=O)N3CCOCC3)cc2)C1c1cccc(Cl)c1 (centres undefined),81,0,0,0.2,2,0,6,-3,0.5
COc1ccc(CNN2CCCCC2C(=O)Nc2ccc(OC)c(OCC(C)C)c2)cc1OC (centres undefined),100,3,-8,1.3,-7,4,-2,6,0.2
COc1ccc(OC)c(S(=O)(=O)NCC(c2ccc(F)cc2)N2CCN(C)CC2)c1 (centres undefined),106,7,-4,4.0,-3,1,-2,4,0.2
CC1=NN(c2ccc(C)cc2)C(=O)/C1=C\C=C\c1ccccc1,85,-13,7,-0.9,1,12,-9,-22,0.2
CN(C)S(=O)(=O)c1cc(NC2CC(=O)N(c3ccc(F)cc3)C2=O)ccc1Cl (centres undefined),73,6,-10,0.1,7,2,11,5,0.1
CCN(CC(=O)Nc1cc(Cl)ccc1C)C(=O)c1ccc(=O)n(Cc2ccccc2)n1,99,4,8,-0.7,5,4,-20,3,-0.4
COc1cccc(OC)c1C(=O)NC(=S)N1CCCCC1c1cccnc1 (centres undefined),97,8,12,0.2,-7,3,-1,8,-0.2
COc1ccc(CNS(=O)(=O)c2c(C(=O)N3CCCCCC3)c(C)n(C)c2C)cc1,115,-4,-3,0.8,-2,1,13,-3,0.0
SMILES,Yeast superoxide,Bcl-xL primary,EBNA-1 inhibitor,MEX-5 binding,GLD-1 RNA inh,Fam108B inh,ZTA DNA inh,MCL1-BIM inh,Efflux pump mplx
Cc1cc2c(cc1S(=O)(=O)NCc1ccccc1)NC(=O)CO2,99,-2,0,2.2,-3,-1,10,-3,0.0
CN(C)S(=O)(=O)n1cc(/C=C(\NC(=O)c2ccccc2)C(=O)NCCN2CCOCC2)c2ccccc21,95,-3,-14,1.4,8,5,5,-2,-0.1
COC(=O)c1cc(S(=O)(=O)Nc2ccc(C)c(F)c2)c[nH]1,109,-8,-19,3.3,-9,-5,-26,-19,0.2
CSCCC(NS(=O)(=O)c1ccc(C)cc1)C(=O)Nc1ccc(C)cn1 (centres undefined),97,3,-8,-0.6,-4,2,11,-1,0.2
CCn1c(=S)sc2c(=O)n(CC(=O)Nc3cccc(Cl)c3)c(C)nc21,96,8,-12,-2.8,1,-2,0,12,0.8
Nc1cc(=O)[nH]c(SCC(=O)Nc2ccccc2Sc2ccccc2)n1,104,3,-3,2.5,0,1,-13,8,-0.1
O/N=C/c1cc(Cl)ccc1OCc1ccccc1Cl,120,2,6,-1.5,2,-6,7,-1,-0.1
CC1C(=O)N2CCCc3cc(NC(=O)COc4ccccc4)cc1c32 (centres undefined),96,2,15,-2.3,11,-1,14,2,-0.1
CC(C)c1csc(CN2CCC(n3nccc3NC(=O)Cc3ccccc3)CC2)n1,101,1,-2,-1.8,3,1,-8,-1,-0.3
CC(NC(=O)C(C)N1C(=O)c2ccccc2C1=O)c1ccccc1 (centres undefined),117,0,-10,0.8,-5,-1,16,-1,0.0
O=C(Cn1cc(C(=O)C2CC2)c2ccccc21)Nc1ccc(F)cc1,105,10,6,0.7,3,0,-10,4,-0.4
CCc1cccc(NC(=O)C2CCCN(S(=O)(=O)c3c(C)[nH]c(=O)[nH]c3=O)C2)c1 (centres undefined),112,1,-3,-2.8,-12,7,10,-7,0.1
N#C/C(C(=O)NCc1ccccc1)=C1/N=C(NC(=O)c2ccco2)c2ccccc21,113,-1,-10,-13,3,1,0,-5,0.3
NC(=O)c1c(C(F)(F)F)cc(-c2ccccc2)nc1NCCO,100,5,-1,-1.3,2,1,-2,4,0.0
NC(=O)c1nnn(-c2nonc2N)c1-c1ccc([N+](=O)[O-])cc1,107,-2,-6,-0.2,-6,-2,6,-3,0.1
O=[N+]([O-])c1ccccc1CSc1nnc2ccccn12,100,-5,4,-0.3,9,-1,-5,-6,0.0
CNc1nccc(-c2ccc(F)cc2)c1C#N,124,1,-2,0.2,8,0,5,8,-0.1
CCNC(=O)Nc1ccc(S(=O)(=O)Nc2cnc(C)nc2C)cc1,97,1,-13,-0.8,-7,1,5,-3,0.6
NS(=O)(=O)c1ccc(CCNC(=O)CSc2nc3ccsc3c(=O)n2CC2CCC(C(=O)O)CC2)cc1 (centres undefined),113,3,0,0.1,-5,-2,-4,-1,0.1
CC1(C)Cc2cccc(OCC(=O)Nc3cc(C(F)(F)F)ccc3N3CCOCC3)c2O1,101,13,1,1.0,-2,-3,6,6,0.0
Cc1ccccc1NC(=S)NCc1cccn1C,100,4,-7,x,2,0,6,11,3.0
c1cnc2ccc(C(c3nnnn3C3CCCC3)N3CCN(c4nc5ccccc5s4)CC3)cc2c1 (centres undefined),103,1,3,-6.3,11,-6,8,4,0.0
COCc1ccc(C(=O)N2CCCC(N(C)Cc3ccccc3)C2)s1 (centres undefined),88,5,-10,2.2,-2,-1,2,5,0.1
C/C(=N/NC(=O)CCC(=O)Nc1ccc(Br)cc1)c1ccc(Br)cc1,110,2,4,0.8,0,-1,-9,8,0.1
O=C1N=c2ccccc2=C1c1sc(NS(=O)(=O)Cc2ccccc2)nc1O,117,11,-2,-5.9,-4,5,0,10,0.7*
SMILES,Yeast superoxide,Bcl-xL primary,EBNA-1 inhibitor,MEX-5 binding,GLD-1 RNA inh,Fam108B inh,ZTA DNA inh,MCL1-BIM inh,Efflux pump mplx
CN(C)c1ccc(C#Cc2ccc3cc(CCO)oc(=O)c3c2)cc1,132,-5,x,x,-8,x,17,20,0.4
O=C(c1cccs1)N1N=C(c2ccccc2)CC1c1ccccc1O (centres undefined),117,0,-15,-1.3,-13,-1,0,-6,0.3
CCCCNC(=O)COC(=O)c1ccc(C)c(NC(=O)c2ccco2)c1,107,6,-7,-1.2,5,0,5,-4,0.2
CC(Nc1ccc2c(c1)OCCO2)C(=O)N1CCc2ccccc21 (centres undefined),85,4,-7,-2.2,6,3,-6,4,0.2
CCc1ccc(NC(=O)c2sc3nc4n(c(=O)c3c2C)CCC4)cc1,113,6,-7,0.7,-1,1,-1,0,0.0
COCCN1Cc2cccc(C(=O)NCc3cccnc3)c2C1=O,98,-5,12,1.1,1,2,17,0,0.1
CC1CCN(C(=O)COC(=O)c2cc(S(=O)(=O)N3CCOCC3)ccc2Cl)CC1,102,-2,8,0.6,-3,0,9,0,0.0
CN1CCN(C(=S)Nc2ccc(Cl)c(Cl)c2)CC1,86,3,2,0.2,1,0,2,10,1.2
CCc1ccc(OCCOCCN2CCN(C)CC2)cc1,101,3,-6,-1.2,6,-3,-15,-2,-0.2
Cc1ccc(S(=O)(=O)CCSc2nc(C)cc(C(F)(F)F)c2C#N)cc1,92,-13,12,-54*,-14,-7,-1,-33,-0.1
CCN(C(=O)CN1C(=S)NC(C)(C)CC1C)c1ccc(C)c(C)c1 (centres undefined),100,3,-3,-0.6,5,2,-8,2,0.0
O=c1[nH]c(COc2ccccc2)nc2ccccc12,102,0,2,1.4,1,-4,1,-3,0.2
COc1cccc(OCCNS(=O)(=O)c2cccc([N+](=O)[O-])c2)c1,81,4,10,1.3,4,5,-6,7,-0.1
O=C(c1ccccc1Cl)c1c(O)c2ccccc2oc1=O,102,5,6,4.3,-2,7,-11,-1,-0.2
N/C(Cc1ccc([N+](=O)[O-])cc1)=N\OC(=O)COc1ccccc1Cl,122,-2,-3,1.0,4,-2,-2,7,0.0
CCOc1ccc(OCC(=O)Nc2ccc(OC)cc2)cc1,87,0,-11,1.1,4,-4,-3,-4,0.3
CCN1CCSc2ccc(C(=O)NCc3cc(Br)ccc3OC)cc21,97,9,-4,-0.1,5,8,5,6,0.0
COc1ccc(-n2nnc3c(=O)n(Cc4ccccc4C)cnc32)cc1,81,-2,19,x,4,-4,1,-1,-0.3
CC(C)C[C@H]1CN=C(N(C)C)N1CC1CCCC1,97,0,4,x,4,-1,-16,-4,-0.1
NC(=O)c1ccsc1NC(=O)c1cc(=O)c2ccccc2o1,99,7,4,x,3,3,0,3,0.0
Cc1ccc(-n2cnnn2)cc1Cl,94,-2,-9,1.3,7,-1,-7,-7,0.1
COc1cccc(-c2noc(CCCC(=O)N3CCOCC3)n2)c1,98,-3,0,0.2,-1,-3,12,2,0.0
COc1ccc(OC)c(NC(=O)COC(=O)Cc2ccc(-c3ccccc3)cc2)c1,100,-1,-3,0.7,5,1,-14,1,0.0
Cc1ccc(C)c(S(=O)(=O)Nc2ccc(O)c(C(=O)O)c2)c1,93,7,-11,-3.1,4,-1,-2,1,-0.2
CCNC(=S)N1CCC(n2cnc3ccccc32)CC1,94,3,-2,-2.6,-10,-1,9,2,0.1

# Pulled by compound from above:
SMILES,Yeast superoxide,Bcl-xL primary,EBNA-1 inhibitor,MEX-5 binding,GLD-1 RNA inh,Fam108B inh,ZTA DNA inh,MCL1-BIM inh,Efflux pump mplx
CN(C)c1ccc(C#Cc2ccc3cc(CCO)oc(=O)c3c2)cc1,132,-5,x,x,-8,x,17,20,0.4
O=C(c1ccccc1Cl)c1c(O)c2ccccc2oc1=O,102,5,6,4.3,-2,7,-11,-1,-0.2
